# Screening results: PubChem BioAssay, National Center for Advancing Translational Sciences (NCATS)
# PTHR1 ag = activates the human parathyroid hormone receptor PTHR1; Q03431; HEK293 GP2 PTHR1 cells, GloSensor cAMP luminescence, 1 h; Potency, µM (series often up to 115 µM), inactives show at the top dose activation, usual class: activators; 0.075% of 410,000 active; note: potency is the fitted concentration of half-maximal effect; nearly all actives have a fitted effect of over 55% in size; some results filed as inactive show a strong effect at the top dose; inactives centre near -15; many of its hits are not listed in these tables
#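 HEK-293-derived GP2 cells expressing PTHR1 and a GloSensor cAMP reporter, 3,000/well, plated overnight, given luciferin plus IBMX (each 0.5 mM as added) for 1 h at 37 °C, then compound for 1 h at 37 °C. Luminescence was read after 15 min at room temperature.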
# Akt phos inh = Akt phosphorylation inhibition; activity change, % for hits at 50 µM; 0.32% of 360,000 active; Neuro2A IGF-stimulated pAkt S473 HTRF, 20 min; hits give low values; AID 651550; in the data active = activity change below about -80%; inconclusive = mostly about -51% to -80%; note: % is set by controls: 0 for no effect and ±100 for the full control effect
#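 Neuro2A cells in DMEM with 0.5% FBS, overnight at 37 deg C, given compound at single 50 µM final, then IGF (6 nM final) for 20 min at 37 deg C. Lysed; phospho-Akt Ser473 by HTRF after 24 h, 665/615 ratio.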
# aSyn rescue = rescues yeast growth from alpha-synuclein toxicity; Yeast expressing alpha-synuclein, growth rescue, BacTiter-Glo, 24 h; Potency, µM (highest dose often 46.1 µM), for the others: top-dose growth rescue (activation), actives largely listed as activators; 0.14% of 370,000 active; note: potency is the fitted concentration of half-maximal effect; % of control where 0% means no effect; nearly all actives have a fitted effect of over 65% in size
#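 Galactose-induced alpha-syn yeast (OD600=0.02, raffinose-pregrown) + pinned cpd, 24 hr, 30 deg C; growth by BacTiter-Glo luminescence. Growth restoration scores as activation.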
# GLP1R inv ag = acts as inverse agonist at human GLP-1 receptor; P43220; HEK293 GLP-1R CRE-luciferase, luminescence, 24 h; GLP-1R form is constitutively active; Potency, µM (highest dose often 38.3 µM), inactives show at the highest dose activity change, negative = inhibition, most hits filed as inhibitors; 1.6% of 410,000 active; AID 624417; note: potency is the fitted concentration of half-maximal effect; % is set by controls: 0 for no effect and ±100 for the full control effect; nearly all actives have a fitted effect of over 55% in size
# Target sequence (P43220 whole entry, looked up): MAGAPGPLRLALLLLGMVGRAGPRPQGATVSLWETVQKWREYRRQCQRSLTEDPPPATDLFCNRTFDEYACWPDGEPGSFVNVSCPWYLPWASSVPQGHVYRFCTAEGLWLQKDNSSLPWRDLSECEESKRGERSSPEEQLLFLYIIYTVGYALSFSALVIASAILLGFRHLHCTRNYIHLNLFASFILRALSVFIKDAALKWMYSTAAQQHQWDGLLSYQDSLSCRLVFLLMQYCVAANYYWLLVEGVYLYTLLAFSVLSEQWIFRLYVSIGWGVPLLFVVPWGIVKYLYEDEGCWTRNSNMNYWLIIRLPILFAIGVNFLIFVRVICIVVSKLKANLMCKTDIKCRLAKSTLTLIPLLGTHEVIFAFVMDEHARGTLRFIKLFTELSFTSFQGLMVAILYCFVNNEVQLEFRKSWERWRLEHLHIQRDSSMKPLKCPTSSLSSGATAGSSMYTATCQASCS
#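 Constitutively active GLP-1R drives a cAMP-responsive luciferase in stably transfected HEK293 cells; test compounds are added after overnight (12 h) attachment and left 24 hr, and signal loss in luminescence marks inhibition.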
# TDP-43 yeast inh = rescues yeast growth from TDP-43 toxicity | TDP-43 expressing yeast growth rescue, BacTiter-Glo, 24 h | Potency, µM (doses to about 46.1 µM), without a hit: top-dose growth rescue (activation), usual class: activators | 1.8% of 410,000 active | AID 652104; note: potency is the fitted concentration of half-maximal effect; % of control where 0% means no effect; nearly all actives have a fitted effect of over 50% in size
#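 Galactose-induced TDP-43 yeast, OD600=0.02, compound pinned; 24 hr, 30 deg C; BacTiter-Glo luminescence for growth. Inhibitors of TDP-43 toxicity read as activators.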
# Abeta yeast res = compounds reversing amyloid beta toxicity in yeast | Potency, µM (highest dose often 46.1 µM), for inactives: at the highest dose growth rescue, hits mostly activators | yeast expressing A-beta42, growth rescue, OD600, 48 h; response scale: 0% DMSO, 100% iron-clioquinol control | AID 1347071 | 0.063% of 410,000 active; note: potency is the fitted concentration of half-maximal effect; nearly all actives have a fitted effect of over 55% in size
#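 Yeast growth medium received pinned compounds, then yeast cells expressing toxic A-beta were added; plates incubated at 30 C for 48 hr. Growth read as absorbance at 600 nm, normalized to DMSO and equimolar FeCl3 plus clioquinol controls.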
# MmCpn inh = blocks the Methanococcus maripaludis chaperonin Mm-Cpn; 0.031% of 330,000 active; AID 504842; purified Mm-Cpn ATPase, ADP Transcreener TR-FRET; Potency, µM (highest dose often 76.9 µM), for the others: at the highest dose activity, negative = inhibition, actives largely listed as inhibitors; note: potency is the fitted concentration of half-maximal effect; % is set by controls: 0 for no effect and ±100 for the full control effect; nearly all actives have a fitted effect of over 80% in size
#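 25 nM Mm-CPN + cpd, 10 min 37°C; + 10 uM ATP, 30 min 37°C; buffer 30 mM Tris pH 7.4, 100 mM KCl, 5 mM MgCl2, 1 mM DTT; Transcreener ADP HTRF detection 30 min RT.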
# HEK293 tox = cytotoxicity in counter-screen for GLP-1R inverse agonists; HEK293 cAMP-luciferase reporter cells, luminescence, 24 h; Potency, µM (doses to about 38.3 µM), inactives show at the top dose activity change, negative = inhibition, hits mostly inhibitors; 0.13% of 410,000 active; AID 624418;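 note: loss of luciferase light is scored as toxicity; potency is the fitted concentration of half-maximal effect; % is set by controls: 0 for no effect and ±100 for the full control effect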
#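 Seeding density was 200 cells/uL; after overnight-length (12 h) culture, 23 nL compounds went on for 24 h at 37 °C. Readout used a luciferase detection reagent, luminescence taken after 12 min at room temperature.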
# FUS yeast rescue = suppressors of FUS proteinopathy in yeast; 0.24% of 390,000 active; S. cerevisiae FUS-expressing, growth rescue, OD600, 24 h; Potency, µM (doses to about 76.6 µM), inactives show at the top dose growth rescue (activation), hits mostly activators;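 note: potency is the fitted concentration of half-maximal effect; plate controls were DMSO vehicle for no effect and reference control for full effect; nearly all actives have a fitted effect of over 55% in size; some results filed as inactive show a strong effect at the top dose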
#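 S. cerevisiae expressing FUS from galactose induction served as the toxicity model. Growth after 24hr at 30C, read as absorbance at 600 nm, indicates suppression of toxicity; compounds dosed at several concentrations.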
# Starred values were filed as active, the others as inactive; i = inactive; ? = inconclusive; nt = no result given; [ ] = dose if it differs, or a comment. Unless noted, calls come from the whole dose curve; as a rule, active = well fitted curve in the direction sought with a large enough effect; inconclusive = small, poorly fitted or top-dose-only effect, or another doubt; inactive = no such curve, though single readings can be large; an effect the other way counts as inactive or inconclusive. The list is partial; count on the stated rates, not on these rows.
SMILES,PTHR1 ag,Akt phos inh,aSyn rescue,GLP1R inv ag,TDP-43 yeast inh,Abeta yeast res,MmCpn inh,HEK293 tox,FUS yeast rescue
COc1ccc(C2=Nc3ccccc3N(C(=O)c3ccc(C(F)(F)F)cc3)C2C(=O)Nc2ccc3c(c2)OCCO3)cc1 (configuration not stated),-23%,i,0%,?,16%,4%,nt,-11%,?
O=C(Cc1ccc(F)cc1)N1CCN(c2ccc(F)cc2)CC1,-31%[inhibitor],i,9%,-20%,29%,3%,-24%,-21%,-1%
CC(OC(=O)CN1C(=O)c2ccccc2C1=O)C(=O)NCc1ccccc1 (configuration not stated),-19%,i,-2%,-1%,-3%,-15%,-4%,-3%,12%
COc1ccc(CSc2nc3ccncc3n2Cc2nc(-c3ccc(OC)c(OC)c3)oc2C)cc1,-39%[inhibitor],nt,nt,12%,8%,-16%,nt,3%,31%
CCNC(=O)CN(c1ccc(C)cc1)S(=O)(=O)c1ccc(SC)cc1,-7%,i,-1%,-13%,0%,15%,0%,7%,?
Cc1ccc(C)c(S(=O)(=O)N2CCC3(CC2)OCCN3S(=O)(=O)c2cccs2)c1,-25%,i,-1%,?,-5%,3%,-1%,-9%,35%
CC(=O)Nc1cc2c(cc1Cl)-c1ccc(F)cc1C2O (configuration not stated),-2%,i,3%,16%,0%,-11%,nt,4%,19%
Cc1ncc(CO)c(/C=N/N=C/c2ccccc2O)c1O,-10%,i,-3%,22%,0%,0%,-2%,3%,nt
CCOC(=O)c1ccc(NC(=O)CSc2nc3c([nH]c4ccccc43)c(=O)n2C)cc1,i,nt,nt,14%,14%,10%,nt,-5%,4%
O=C(NC1CC1)C1CCN(C2CCN(C(=O)c3ccc4cccc(F)c4n3)CC2)CC1,i,i,-1%,10%[7.66 µM],7%,2%,2%,-3%[7.66 µM],10%
COC(=O)C1=C(C)N(CC2CCCO2)C(=O)C1 (configuration not stated),i,i,-1%,0%,-20%,8%,-8%,2%,-2%
CCCCCCCN(C(=O)CCl)c1ccccc1C,-7%,i,1%,?,?,-5%,-1%,-19%,-4%
O=C1C(=Cc2ccco2)CCC1=Cc1ccco1,-10%,i,5%,9%,30%,-7%,nt,-8%,29%
Cc1cccc(C)c1N=Cc1c(C(F)(F)F)[nH][nH]c1=O,-10%,i,-4%,5%,11%,3%,1%,-17%,-25%
CC(C)NC(=O)Nc1n[nH]c(Nc2ccc(Cl)cc2)n1,-2%,i,-1%,20%,-8%[1.82 µM],-5%,-2%,-4%,18%

# Shown as labelled records: entries from further up
CCNC(=O)CN(c1ccc(C)cc1)S(=O)(=O)c1ccc(SC)cc1
  PTHR1 ag: -7%	Akt phos inh: i	aSyn rescue: -1%	GLP1R inv ag: -13%	TDP-43 yeast inh: 0%	Abeta yeast res: 15%	MmCpn inh: 0%	HEK293 tox: 7%	FUS yeast rescue: ?
COc1ccc(CSc2nc3ccncc3n2Cc2nc(-c3ccc(OC)c(OC)c3)oc2C)cc1
  PTHR1 ag: -39%[inhibitor]	Akt phos inh: nt	aSyn rescue: nt	GLP1R inv ag: 12%	TDP-43 yeast inh: 8%	Abeta yeast res: -16%	MmCpn inh: nt	HEK293 tox: 3%	FUS yeast rescue: 31%
CC(=O)Nc1cc2c(cc1Cl)-c1ccc(F)cc1C2O (configuration not stated)
  PTHR1 ag: -2%	Akt phos inh: i	aSyn rescue: 3%	GLP1R inv ag: 16%	TDP-43 yeast inh: 0%	Abeta yeast res: -11%	MmCpn inh: nt	HEK293 tox: 4%	FUS yeast rescue: 19%
COC(=O)C1=C(C)N(CC2CCCO2)C(=O)C1 (configuration not stated)
  PTHR1 ag: i	Akt phos inh: i	aSyn rescue: -1%	GLP1R inv ag: 0%	TDP-43 yeast inh: -20%	Abeta yeast res: 8%	MmCpn inh: -8%	HEK293 tox: 2%	FUS yeast rescue: -2%

# Further results.
SMILES,PTHR1 ag,Akt phos inh,aSyn rescue,GLP1R inv ag,TDP-43 yeast inh,Abeta yeast res,MmCpn inh,HEK293 tox,FUS yeast rescue
C=CCn1c(SCc2nnc(-c3ccccc3)o2)nnc1C(O)c1ccccc1 (configuration not stated),-13%,i,3%,1%,-17%,-5%,-11%,-5%,21%
Cc1c(NC(=O)CCC(=O)N2CCCCC2)c(=O)n(-c2ccccc2)n1C,i,i,4%,14%,16%,-6%[9.22 µM],1%,-1%,-43%
O=C(Nc1cc(-c2nc3cc(Cl)ccc3o2)ccc1Cl)c1cccs1,-19%,nt,-15%,1%,15%,-9%,nt,15%,-23%
CN1CCN(C2CC(=O)N(Cc3ccc(N4CCCC4=O)cc3)C2=O)CC1 (configuration not stated),i,nt,nt,0%,-4%,11%,1%,0%,-8%
COc1cccc(C(=O)Nc2c3c(nn2-c2ccc([N+](=O)[O-])cc2)CS(=O)(=O)C3)c1,i,i,4%,6%,-1%,7%,2%,-13%,-9%
O=C(NCc1ccco1)C(=S)N1CCCCC1,i,i,-1%,2%,15%[9.22 µM],-4%,2%,3%,-2%
CSc1ccc(CCNC(=O)CCc2c(C)nc3c(c(C)nn3-c3ccccc3)c2C)cc1,i,nt,nt,15%,19%,-10%,nt,3%,-22%
